# HCMV inh = inhibitors of human cytomegalovirus. HFF cells, HCMV-luciferase reporter, 72 h; stronger effect = lower value. actives 4.5% (n = 410,000). activity change, negative = inhibition, % at 57.5 µM; in the data active means activity change below about -60%; inconclusive means no clear call, values can overlap the other calls; inactive means above about -39%
#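 Two compound doses tested in HFFs infected with HCMV-luciferase, MOI 1 PFU/cell, 72 h at 37C. Lysate luminescence read with OneGlo; data normalized against buffer-only and 10uM Salinomycin inhibitor controls.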
# HCV inh = inhibitors of hepatitis C virus infection; Huh7.5.1 HCVcc-Cre infection, luciferase reporter, 44 h; Potency, µM (top dose mostly 41.8 µM), for the others: at the highest dose activity change, negative = inhibition, most hits filed as inhibitors; actives 3.4% (n = 340,000); AID 651820; further: potency means the concentration at half of the fitted maximal effect
#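 Infectious HCVcc-Cre (~0.5 moi) was added to cells just after compound, with cells seeded 4 h earlier at 1,000 per well. Luciferase activity after 44 h culture reported infection; substrate was incubated 15 min at room temperature before reading.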
# AmpC no deterg = AmpC beta-lactamase inhibition without detergent. AmpC nitrocefin hydrolysis, absorbance 480 nm, 0.0001% Triton. Potency, µM (titrated, usually from 57.1 µM), for the others: at the top dose activity change, negative = inhibition, actives largely listed as inhibitors. actives 0.52% (n = 330,000). AID 485341;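 further: potency means the concentration at half of the fitted maximal effect; plate controls were no compound for no effect and no enzyme for full effect; nearly all actives have a fitted effect of over 20% in size; some results filed as inactive show a strong effect at the top dose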
# Target sequence (P00811 whole entry, looked up): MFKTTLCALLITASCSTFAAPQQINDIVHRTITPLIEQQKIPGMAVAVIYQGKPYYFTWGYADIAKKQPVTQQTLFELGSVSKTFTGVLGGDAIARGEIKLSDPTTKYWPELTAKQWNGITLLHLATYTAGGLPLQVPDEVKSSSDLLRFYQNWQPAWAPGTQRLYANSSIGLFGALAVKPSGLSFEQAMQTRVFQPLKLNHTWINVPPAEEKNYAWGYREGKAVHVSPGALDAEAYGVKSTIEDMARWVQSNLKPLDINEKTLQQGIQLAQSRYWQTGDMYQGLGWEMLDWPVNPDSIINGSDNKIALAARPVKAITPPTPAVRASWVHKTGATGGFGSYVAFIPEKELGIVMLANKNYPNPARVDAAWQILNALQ
#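 20 mM phosphate pH 7.0 + 0.01% (detergent screen) or 0.0001% Triton X-100; 5.3 nM AmpC reagent; cpd preinc 15 min RT; nitrocefin (800 uM stock) to start; A480 q20 s × 4 min; Activity was normalised to no-enzyme and no-compound control wells.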
# Giardia FBPA inh = Giardia lamblia aldolase inhibition; A8B2U2; purified Giardia FBPA; Potency, µM (doses to about 59.6 µM), for inactives: at the top dose activity, negative = inhibition, most hits filed as inhibitors; actives 0.71% (n = 290,000); further: potency means the concentration at half of the fitted maximal effect; nearly all actives have a fitted effect of over 55% in size
# Target sequence (A8B2U2 whole entry, looked up): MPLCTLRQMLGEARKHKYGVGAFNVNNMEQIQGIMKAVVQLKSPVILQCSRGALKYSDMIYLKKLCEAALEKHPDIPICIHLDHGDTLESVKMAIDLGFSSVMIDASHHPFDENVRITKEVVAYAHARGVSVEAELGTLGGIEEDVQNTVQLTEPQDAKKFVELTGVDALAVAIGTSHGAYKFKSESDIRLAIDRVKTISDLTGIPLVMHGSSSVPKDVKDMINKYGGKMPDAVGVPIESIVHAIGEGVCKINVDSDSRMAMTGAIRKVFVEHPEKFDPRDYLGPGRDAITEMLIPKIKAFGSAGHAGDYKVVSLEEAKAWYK
#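 Giardia FBPA (40 nM reagent) was preincubated 10 min at RT with compound (up to 57.5 uM final), then substrate plus GAPDH/TPI/NAD/arsenate coupling system with diaphorase/resazurin was added; resorufin fluorescence (525/598 nm) was read after 20 min.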
# AmpC detergent = blocks E. coli AmpC beta-lactamase in detergent assay. P00811. AmpC hydrolysis of nitrocefin, absorbance 480 nm, 0.01% Triton. Potency, µM (highest dose often 114 µM), for inactives: at the top dose activity change, negative = inhibition, hits mostly inhibitors. actives 0.041% (n = 370,000). AID 485294;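 further: potency means the concentration at half of the fitted maximal effect; 0% = no-compound wells and -100% = no-enzyme wells; nearly all actives have a fitted effect of over 25% in size; some results filed as inactive show a strong effect at the top dose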
#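 AmpC (5.3 nM in the dispensed reagent) in 20 mM phosphate pH 7.0 with 0.01% (detergent screen) or 0.0001% Triton X-100 was preincubated with compounds for 15 min at room temperature. Nitrocefin was then added from an 800 uM solution, and hydrolysis was followed at 480 nm.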
# Sm TGR inh = blocks Schistosoma mansoni thioredoxin glutathione reductase. purified TGR, DTNB reduction, TNB absorbance 405 nm. Potency, µM (series often up to 114 µM), without a hit: top-dose activity change, negative = inhibition, most hits filed as inhibitors. Q962Y6. AID 485364. actives 3% (n = 360,000); further: potency means the concentration at half of the fitted maximal effect; nearly all actives have a fitted effect of over 60% in size
#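 TGR 20 nM + NADPH 100 uM (dispensed conc.), cpd preinc 15 min RT; start with NADPH (500 uM addition) then DTNB (15 mM addition). Kinetic TNB absorbance, 405 nm filter. Four-parameter Hill fit across titration.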
# Starred values were filed as active, the others as inactive; ? = inconclusive; . = no result given; [ ] = dose if it differs, or a comment. Unless noted, the call rests on the fitted dose curve; in most records, active means well fitted curve in the direction sought with a large enough effect; inconclusive means small, poorly fitted or top-dose-only effect, or another doubt; inactive means no such curve, though single readings can be large; an effect the other way counts as inactive or inconclusive. Unless noted, on the % scale 0 is the no-effect control and ±100 the full control effect. Outcome played no part in choosing rows; 9.9% or so of the library scored in one or more.
Compound,HCMV inh,HCV inh,AmpC no deterg,Giardia FBPA inh,AmpC detergent,Sm TGR inh
Cc1nc(Cl)c(C#N)c2c1CCCC2,-33,4%,0%,6%,-2%,15%
COC(=O)NC1c2ccccc2Oc2ccccc21,.,20%,-3%,-1%,-3%,7%
CC1=C(C(=O)OC(C)C)C(c2cccs2)N2C(=O)CCSC2=N1 (stereo unspecified),27,6%,6%,5%,6%,5%
Cc1[nH]nc2c1C(c1ccc(Cl)cc1)C(C#N)=C(N)O2 (stereo unspecified),47,14%,-2%,-6%,?,?
COc1ccc(C2/C(=C(/O)c3ccc4c(c3)CC(C)O4)C(=O)C(=O)N2CCCn2ccnc2)cc1 (stereo unspecified),-29,6%,-1%,-7%,1%,-16%
CC(C)CC1(C)NC(=O)N(CC(=O)Nc2ccccc2Br)C1=O (stereo unspecified),8,1%,-13%,.,.,.
CNC(=O)c1[nH]cnc1C(=O)N[C@@H](Cc1ccccc1)C(=O)OCc1ccccc1,34,8%,85%[activator],-27%,6%,11%
CCOc1ccccc1NC(=O)CSc1nnc(CC)c(CC)n1,0,.,.,.,3%,4%
O=C(CSc1nnc(-c2ccccc2)o1)NC1CCCC1,-8,9%,-12%,.,-12%,0%
CCN1CCN(c2ccc(NC(=O)c3ccc4c(c3)OCCO4)cc2C)CC1,-8,-16%,-9%,.,-23%,-1%
COc1ccc(NC(=O)c2c(C)oc3ccc(O)c(CN4CCC(C)CC4)c23)cc1,?,.,.,.,-9%,0%
COc1ccc(-c2nnn(CC(=O)Nc3sc4c(c3C#N)CCCC4)n2)cc1,-18,7%,-32%,1%,-9%,-32%
CCOc1ccc(CNC(=O)CCS(=O)(=O)Cc2ccc(C)cc2)cc1OC,91,-25%,-8%,14%,-1%,-9%
C/C(=N\NC(=O)c1nnn(-c2nonc2N)c1CN(C)c1ccccc1)c1ccc(O)cc1,-60*,0%,25µM*,-17%,-1%,-6%
O=C(COc1ccc(S(=O)(=O)Nc2cccc(C(F)(F)F)c2)cc1)N1CCOCC1,?,-12%,56%,-6%,-1%,10%
Cc1ccc(Cl)cc1NC(=S)N(CCCN1CCOCC1)Cc1ccccn1,-12,-20%,87%[activator],-6%,?,-9%
CCc1cccc(C)c1NS(=O)(=O)Cc1ccccc1,12,22%,-31%,4%,-12%,11%
COc1ccc(/C=N/NC(=O)c2cc(-c3cccnc3)nc3ccccc23)c(OC)c1,11,-5%,-9%,0%,3%,9%
Cc1nc2ccccc2n1-c1ccccc1,12,?,-11%,-1%,?,0%
Cc1c2cnn(CC(=O)N3CCN(c4ncccn4)CC3)c(=O)c2c(C)n1Cc1ccc(F)cc1,.,9%,2%,-5%,-5%,-2%
CCCOc1cccc(C(=O)Nc2cc(-c3ccccc3)no2)c1,-4,.,.,.,16%,17%
Cc1ccc(S(=O)(=O)NCC(=O)N(CC(=O)NCC2CCCO2)c2ccc(Cl)cc2)cc1 (stereo unspecified),12,8%,85%[activator],12%,?,-2%
COC(=O)c1c(SCC(=O)Nc2cc(C)cc(C)c2)[nH]c2ccccc2c1=O,?,.,.,.,14%,5%
Cc1cccc(N2CCN(CC(=O)NCC3CCCCC3)CC2)c1C,37,?,141%[activator],-14%,-1%,9%
O=C(CSc1ncccn1)NC1CCCc2ccccc21 (stereo unspecified),7,3%,-11%,1%,-7%,-8%

# Given field by field: two of the compounds above
COc1ccc(C2/C(=C(/O)c3ccc4c(c3)CC(C)O4)C(=O)C(=O)N2CCCn2ccnc2)cc1 (stereo unspecified)
  HCMV inh: -29	HCV inh: 6%	AmpC no deterg: -1%	Giardia FBPA inh: -7%	AmpC detergent: 1%	Sm TGR inh: -16%

CC(C)CC1(C)NC(=O)N(CC(=O)Nc2ccccc2Br)C1=O (stereo unspecified)
  HCMV inh: 8	HCV inh: 1%	AmpC no deterg: -13%	Giardia FBPA inh: .	AmpC detergent: .	Sm TGR inh: .

# Further results follow.
Compound,HCMV inh,HCV inh,AmpC no deterg,Giardia FBPA inh,AmpC detergent,Sm TGR inh
N=C1/C(=C/c2cccn2Cc2ccc(Cl)cc2)C(=O)N=C2SC=CN12,-3,?,-19%,3%,-1%,-5%
S=c1[nH]nc(-c2cccc(Cl)c2)n1/N=C/c1ccco1,.,-5%,-42%,-5%,12%,40µM*
Cc1ccc(-c2nnc(CN3CCN(C)CC3)o2)cc1,145,10%,-9%,1%,0%,-31%
O=C1c2ccccc2C(=O)C1c1ccnc2ccccc12,-17,-9%,-7%,-1%,?,-13%
CCN(c1ccccc1)S(=O)(=O)c1ccc(OC)c(NC(=O)CCc2nc3ccccc3c(=O)[nH]2)c1,-34,-25%,35µM*,.,?,5%
COc1cccc(NC(=O)c2ccc(CN3CCOCC3)cc2)c1,196,?,-7%,1%,-9%,1%
COCCn1c(=O)[nH]c2cc(C(=O)NCCN3CCN(c4ccccc4F)CC3)ccc2c1=O,36,-8%,-3%,9%,-14%,0%
O=C(CSc1nn(-c2ccc(Cl)cc2)c(=S)s1)NCC1CCCO1 (stereo unspecified),7,-1%,16%,1%,-6%,-3%
CCOC(=O)c1sc(NCCNc2nc(C)c(C(=O)OCC)s2)nc1C,.,-14%,-3%,3%,-7%,20%
Cc1cc(C)cc(OCC(O)Cn2nc(C)cc2C)c1 (stereo unspecified),9,-8%,33%,-2%,-21%,0%
Cc1nc(C(F)(F)F)c(C(=O)N/N=C(\N)c2ccccn2)s1,-34,13µM*,-17%,4.5µM*,-1%,-7%
Cc1ccc(NC(=O)CCC(=O)N2Cc3ccccc3Oc3ncccc32)cc1Cl,8,.,.,.,13%,35%
CC(C)NC(=O)c1cnc(N2CCN(c3ccccn3)CC2)c2ccccc12,-2,?,46%,-7%,-2%,11%
CCC(C(=O)N1CCN(c2ncccn2)CC1)c1ccccc1 (stereo unspecified),-32,-11%,-5%,4%,2%,3%
Cc1cc(Cl)ccc1Nc1ncnc2onc(C)c12,-9,.,.,.,16%,2%
CCOc1ccc(C(=O)c2oc3ccccc3c2NC(=O)Cc2coc3cc(C)cc(C)c23)cc1,-6,.,.,.,1%,3%
COCCN=c1scc(-c2ccco2)n1/N=C/c1ccc(O)c(O)c1O,-30,-14%,?,18µM*,-5%,13µM*
CC(C)(CNS(=O)(=O)c1cccs1)N1CCOCC1,-12,-11%,-11%,.,.,.
C/C(=N\NC(=S)NC1CCCCC1)c1ccc(C)o1,-91*,-29%,-10%,-8%,10%,5%
CC1=NN(c2ccccc2)C(=O)/C1=C\c1cc(C)n(C)c1C,45,3%,91%[activator],-10%,3%,7%
CCOC(=O)NC(=O)C(=CNNc1ncc(C(F)(F)F)cc1Cl)C(=O)NC(=O)OCC,-28,12%,-32%,6%,9%,?
Cc1cccc(-c2nc3c4ccccc4nc(NCc4ccccc4Cl)n3n2)c1,98,.,.,.,19%,24%
CCCN1CCC(=NNC(=O)c2ccc(Br)o2)CC1,-31,2%,-29%,-10%,-1%,2%
CC(OC(=O)c1cc2sccc2n1C)C(=O)NCc1ccc2c(c1)OCO2 (stereo unspecified),-34,-29%,-25%,3%,2%,0%
COc1cc(Cn2c(-c3ccc(O)c(OC)c3)nc3ccccc32)ccc1O,0,-4%,1%,0%,-8%,-28%
COc1cccc(-n2c(SCC(=O)NCC3CCCO3)nc3c([nH]c4ccccc43)c2=O)c1 (stereo unspecified),-7,-9%,2%,.,8%,-17%
CCCCC[C@H]1CN(Cc2ccc(OC)cc2)C(=O)[C@@H]1CC(=O)NCc1ccccc1,-26,?,89%[activator],16%,?,-12%
O=C1C2CC=CCC2C(=O)N1c1n[nH]c(CCc2ccccc2)n1 (stereo unspecified),-8,4%,-28%,-1%,?,8%
NC(=O)C1CCCN(CCc2ccccc2)C1 (stereo unspecified),?,7%,-8%,-2%,1%,7%
CSc1cccc(N2C(=O)N(CC(=O)NCc3ccccc3Cl)c3ccccc3S2(=O)=O)c1,-23,.,.,.,-8%,4%
CN1CCN(C(=O)c2cc3nc(-c4ccccc4)cc(C(F)(F)F)n3n2)CC1,-28,?,.,7%,5%,6%
Cn1c(SCC(=O)NCc2ccco2)nnc1-c1c[nH]c2ccccc12,5,2%,-17%,-1%,?,-18%
CCCc1nc2ccccc2c2nc(N)nn12,18,4%,-1%,-6%,-12%,3%
CCc1nc2ccccc2n1CC(=O)N1CCN(S(=O)(=O)c2cccc(C(F)(F)F)c2)CC1,-27,-23%,86%[activator],7%,2%,-10%
CNC(=O)c1cc2cc(Br)ccc2s1,?,3%,-21%,1%,?,58%[activator]
CCCSc1oc(-c2cccs2)nc1S(=O)(=O)c1ccc(Cl)cc1,-4,.,.,.,-2%,-2%
O=C(N/N=C/c1ccccn1)c1cc(-c2ccc(Cl)cc2)nc2ccccc12,9,35%[activator],?,12%,?,-9%
COc1ccc(N(CC(=O)N2CCN(C)CC2)S(C)(=O)=O)cc1OC,53,14%,-28%,8%,0%,2%
Cn1cnnc1Sc1cc(N2CCN(S(=O)(=O)c3ccccc3)CC2)ccc1[N+](=O)[O-],-34,?,45%,0%,0%,4%
CCN(CC)S(=O)(=O)C1CCS(=O)(=O)C1 (stereo unspecified),-9,16%,-31%,3%,2%,2%
Cc1ccc2c(c1)N(CCC(=O)NC(C)C)C(=O)CO2,-76*,4%,-5%,4%,-3%,-4%
Cc1ccc2c(c1)c(=O)c(C(=O)c1ccc3c(c1)OCO3)cn2Cc1cccc(F)c1,0,.,.,.,-11%,10%
Cc1ccc(S(=O)(=O)N[C@H](C(=O)N2CCC(C(=O)NCC(=O)O)CC2)C(C)C)cc1,-17,12%,-20%,6%,4%,-28%
CCOc1ccc(Cn2c(SCCCCC#N)nc3c2c(=O)n(C)c(=O)n3C)cc1OCC,7,-11%,139%[activator],2%,-14%,-7%
O=C(NC1CCCc2ccccc21)c1ccccc1OC(F)F (stereo unspecified),-29,0%,-9%,8%,2%,-5%
CCn1c(COc2cccc(C)c2C)nnc1SCC(=O)Nc1cc(C)on1,-17,3%,-4%,2%,7%,1%
Cc1ccc(C(=O)CC(=O)c2ccc(C)cc2O)cc1,49,?,-39%,-7%,-9%,-23%
Cc1c(Cl)cccc1NS(=O)(=O)c1cn(C)c(=O)n(C)c1=O,-19,25%,-12%,?,-2%,9%
COCCNC(=O)c1noc2c1CCc1cc(OC)ccc1-2,189,-1%,-5%,4%,?,27%

# Pulled one by one from the list above:
Compound,HCMV inh,HCV inh,AmpC no deterg,Giardia FBPA inh,AmpC detergent,Sm TGR inh
CCC(C(=O)N1CCN(c2ncccn2)CC1)c1ccccc1 (stereo unspecified),-32,-11%,-5%,4%,2%,3%
COCCn1c(=O)[nH]c2cc(C(=O)NCCN3CCN(c4ccccc4F)CC3)ccc2c1=O,36,-8%,-3%,9%,-14%,0%

# High-throughput results as filed in PubChem.
